Source: PubChem
dFosB act: mouse delta FosB homodimer activation. P13346. purified delta FosB, TAMRA-CDK5 oligo fluorescence polarization; percent of positive-control signal above neutral wells. 340,000 tested, 0.99% active. activation, % at 25 µM. AID 493131;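 active means mean activation above about 17%, with every replicate also reaching it, limit read from the data, passing the limit was not always enough; inconclusive means only one of the two conditions met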;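 further: fluorescence polarization rise as delta FosB binds a TAMRA Cdk5 AP-1 oligo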
Target sequence (P13346 whole entry, looked up): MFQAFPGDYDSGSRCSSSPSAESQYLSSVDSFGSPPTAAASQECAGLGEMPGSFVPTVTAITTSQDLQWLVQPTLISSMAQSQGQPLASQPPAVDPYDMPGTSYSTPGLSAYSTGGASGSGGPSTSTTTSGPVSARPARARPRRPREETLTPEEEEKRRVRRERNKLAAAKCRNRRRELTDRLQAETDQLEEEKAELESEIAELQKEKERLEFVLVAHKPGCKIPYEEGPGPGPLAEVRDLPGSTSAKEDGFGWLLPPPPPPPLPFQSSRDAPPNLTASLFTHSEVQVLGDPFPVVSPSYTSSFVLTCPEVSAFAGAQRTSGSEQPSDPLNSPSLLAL
Wnt act: activates Wnt/beta-catenin signaling in a reporter cell assay | activator, plate reader | 300,000 tested, 1.2% active | activation, % at 9.35 µM | AID 743398; in the data active means activation above about 30%, passing the limit was not always enough; inconclusive means no clear call, values can overlap the other calls;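 further: 0% = neutral control wells and 100% = positive control wells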
MITF TRPM1 HTS: MITF TRPM1 promoter activation in melanoma cells; SK-MEL-5 TRPM1-promoter luciferase, 24 h; % of positive control, neutral wells = 0; activation, % at 12.5 µM; 300,000 tested, 0.75% active;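 active means mean activation of at least 80% with every replicate also reaching 80%; inconclusive means mean reaches 80% but some replicate falls short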;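 further: 0% = neutral control wells and 100% = parthenolide positive control wells; values of inactives mirror those of a sister screen read the other way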
PvdQ acylase: blocks Pseudomonas aeruginosa PvdQ acylase activity; purified PvdQ acylase, fluorescence plate reader; AID 488965; 340,000 tested, 0.063% active; inhibition, % at 10 µM; in the data active means inhibition above about 30%, passing the limit was not always enough; inconclusive means no clear call, values can overlap the other calls;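 further: 0% = vehicle neutral wells and 100% = reference inhibitor wells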
HTR5A ag: activates human HTR5A in OPRM1-OPRD1 agonist counter-screen. P47898. HTR5A agonist assay, luminescence, cell-based. activation, % at 9.3 µM. 340,000 tested, 0.61% active. AID 504692; in the data active means activation mostly above about 9.5%, no sharp cut-off; inactive means mostly below about 7.6%;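 further: 0% = cells with vehicle only and 100% = reference agonist; strong numbers were not always called active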
SR-BI DiI inh: blocks mouse SR-BI lipid uptake from DiI-HDL; inhibition, % at 12.5 µM; 320,000 tested, 0.96% active; Q61009; AID 488896; ldlA[mSR-BI] CHO cells, DiI-HDL uptake fluorescence, 3 h;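 active means mean replicate inhibition of at least 70% and a set share of replicates each scoring 70 or more; inconclusive means meets just one of the two criteria; inactive means fails both criteria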;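 further: 0% = median of neutral control wells and 100% = median of positive control wells; values of inactives mirror those of a sister screen read the other way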
Target sequence (Q61009 whole entry, looked up): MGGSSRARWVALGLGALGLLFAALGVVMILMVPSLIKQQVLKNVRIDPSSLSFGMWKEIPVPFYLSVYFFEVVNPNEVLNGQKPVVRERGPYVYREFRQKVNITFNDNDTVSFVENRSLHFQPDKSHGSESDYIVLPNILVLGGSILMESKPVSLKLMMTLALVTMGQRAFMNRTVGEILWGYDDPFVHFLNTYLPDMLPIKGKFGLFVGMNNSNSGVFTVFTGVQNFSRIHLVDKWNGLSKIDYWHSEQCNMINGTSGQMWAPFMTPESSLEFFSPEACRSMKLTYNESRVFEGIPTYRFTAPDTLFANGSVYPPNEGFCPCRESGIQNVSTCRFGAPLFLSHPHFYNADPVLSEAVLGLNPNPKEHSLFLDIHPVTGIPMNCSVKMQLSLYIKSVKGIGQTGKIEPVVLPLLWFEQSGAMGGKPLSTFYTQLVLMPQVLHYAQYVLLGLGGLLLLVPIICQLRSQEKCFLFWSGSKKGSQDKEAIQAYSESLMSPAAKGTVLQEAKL
SR-BI DiI-HDL act: SR-BI HDL lipid transfer activation; activation, % at 12.5 µM; 320,000 tested, 0.096% active; CHO ldlA[mSR-BI] cells, DiI-HDL uptake fluorescence, 3 h; 100 = double the neutral-control signal;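 active means mean replicate activation of at least 60% and every replicate at or above 60%; inconclusive means mean or all-replicate condition met, but not both; inactive means mean below 60% and not all replicates reaching 60%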;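 further: 0% = median plate neutral-control signal and 100% = twice that signal; values of inactives mirror those of a sister screen read the other way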
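Test system: SR-BI-overexpressing, LDLR-lacking CHO cells. Measured by: DiI fluorescence, bottom read. Medium: Ham's F12 with 0.5% BSA, HEPES 25 mM, pH 7.4. Timing: 3 h uptake period with compound, 37 °C.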
CDK5 p35 inh: inhibitors of human CDK5/p35 kinase; Recombinant CDK5/p35, ADP-Glo luminescence, 60 min; 330,000 tested, 0.01% active; Q00535+Q15078; inhibition, % at 10 µM;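 active means highest replicate inhibition of at least 50% and at least 75% of replicates reaching 50%; inconclusive means only one of the two criteria met; inactive means both criteria failed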;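 further: plate controls were DMSO neutral control for no effect and GW8510 at 10 µM for full effect; many of its hits are not listed in these tables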
cardiac RTF act: cardiac RTF calcium sensitization | P19429+P45379 | IANBD-labeled TnC RTF fluorescence at EC20 calcium; 0% EC20 calcium, 100% full calcium | activation, % at 7.2 µM | 340,000 tested, 0.24% active | AID 493008;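 active means activation above the mean over all tested compounds plus 3 SD, cut at about 30% in these data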;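 further: rise in fluorescence read as greater calcium sensitivity of cardiac thin filaments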
Rtt109 Vps75: inhibitors of Candida albicans Rtt109/Vps75 histone acetyltransferase; purified Rtt109/Vps75, ThioGlo CoA-SH fluorescence, 4 h; inhibition, % at 34.9 µM; AID 540336; 330,000 tested, 0.16% active;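 active means inhibition of at least 50% in every replicate; inconclusive means best replicate reaches 50% inhibition but some replicates fall short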
* marks the source's active call; other numbers are inactive results; i = inactive; ? = inconclusive; . = no result given.

SMILES	SR-BI DiI inh	SR-BI DiI-HDL act	dFosB act	CDK5 p35 inh	Wnt act	MITF TRPM1 HTS	PvdQ acylase	HTR5A ag	cardiac RTF act	Rtt109 Vps75
Cc1ccccc1CS(=O)(=O)Cc1ccc(C(=O)NCCCN2CCCC2=O)o1	-19	19	-5	.	-2	2	-7	5	-1	8
Cc1noc(C)c1C(=O)NCC(=O)Nc1ccccc1Br	-8	8	0	-0.3	-5	-6	-5	-1	0	3
CCOc1cc(/C=N/O)ccc1OCc1ccc([N+](=O)[O-])cc1	18	-18	3	1.0	0	26	0	3	6	0
COc1ccccc1NC(=O)CCC(=O)N(Cc1ccc(OC)c(OC)c1)c1nccs1	39	-39	-10	0.0	-2	2	-12	0	-3	.
Cc1ccc(C(=O)COC(=O)CN2C(=O)C3C4C=CC(C4)C3C2=O)cc1C (stereo not drawn)	-5	5	-12	3.2	-1	4	-3	-2	0	-6
Cc1nc(N)sc1C(=O)N/N=C/c1cccnc1	-4	4	11	3.7	-5	3	0	-1	-2	1
C=CCN(C(=O)c1csnn1)C(C(=O)NC1CCCC1)c1ccc(OC)cc1 (stereo not drawn)	-11	11	-1	-0.8	-1	10	-4	1	-8	2
CN(C(=O)CN1C(=O)c2cccc(N)c2C1=O)C1CCCCC1	-10	10	-1	0.3	1	1	-3	-2	7	i
CCCCOc1ccc(C(C)NC(=O)C2CCCN(S(=O)(=O)CCC)C2)cc1 (stereo not drawn)	30	-30	-1	-0.4	-5	-6	-7	-1	-5	-7
COCCNC(=O)c1cc2c(=O)n3cccc(C)c3nc2n1C	-8	8	1	-1.7	-3	2	-13	-9	2	-3
CCOc1ccc(N2C(=O)/C(=C\c3ccc(OC)c(O)c3)S(=O)(=O)C2c2cccc([N+](=O)[O-])c2)cc1 (stereo not drawn)	15	-15	-3	0.2	-5	13	-5	7	-7	3
O=C(NCc1ccccn1)C1CCN(S(=O)(=O)c2cnc[nH]2)CC1	-32	32	2	-1.1	.	4	-11	6	2	11
Cc1occc1C(=O)Nc1nn[nH]n1	-31	31	2	-0.7	.	4	-4	9	-2	1
CC(C)CC(NC(N)=O)C(=O)Nc1ccc(Cl)c(Cl)c1 (stereo not drawn)	16	-16	-2	-0.1	0	1	-18	-2	1	0
OCCCn1c(C2CCCN2c2nc(-c3ccc(F)cc3)cs2)nc2cc(Cl)c(N3CCCCC3)cc21 (stereo not drawn)	13	-13	-8	1.1	-4	-15	-7	4	2	2
Cc1ccc(C(C(=O)NC2CCCC2)N(Cc2ccco2)C(=O)CCC(=O)Nc2cc(C)on2)cc1 (stereo not drawn)	-16	16	-5	0.8	.	-3	-5	-1	-1	26
CCCC(=O)Nc1nc(-c2ccc(Cl)s2)cs1	44	-44	-3	-0.4	3	8	-6	-1	-6	-1
COc1cccc(CN2CC(C(=O)NCC3CCOCC3)CCC2=O)c1 (stereo not drawn)	-9	9	0	-0.1	-1	0	2	0	-5	-4
C=CCn1c(-c2c(C)nc3cc(C)ccn23)n[nH]c1=S	-54	54	0	0.1	-2	1	6	-3	-4	-12
O=C(NCC(=O)N(c1ccccc1F)C(C(=O)NC1CCCC1)c1ccncc1)c1ccco1 (stereo not drawn)	-27	27	-6	-0.3	3	1	-11	-4	-3	-3
COc1cc2cnc(CCCC#N)cc2cc1OC	16	-16	-8	-4.0	-4	-8	-21	-2	2	-28
Cc1cc(C)n(CCC(=O)Nc2cccc(F)c2)n1	.	.	0	6.0	0	8	5	0	-4	-17
Cc1ccc(CC2CC(=O)N(CCc3ccccc3)C2=O)cc1 (stereo not drawn)	-21	21	6	0.2	0	11	-2	1	0	4
CC(=O)Nc1ccc(C(=O)CN2C(=O)NC3(CCCc4ccccc43)C2=O)c(F)c1 (stereo not drawn)	-16	16	0	1.6	-6	11	-10	2	10	1
Cc1cc(N2CCN(C)CC2)nc(-c2ccccc2O)n1	10	-10	0	0.4	0	5	-6	1	3	-2
O=C(CNC(=S)N(Cc1ccc(F)cc1)C1CCCCC1)NCC1CCCO1 (stereo not drawn)	-7	7	3	-4.9	-1	6	-8	-4	5	-8
COc1ccc(C(=O)Nc2cccc(C(C)=O)c2)c(OC)c1OC	20	-20	-20	-0.4	5	28	-14	1	2	24
COc1ccc(N(Cc2cc3ccccc3[nH]c2=O)S(=O)(=O)c2ccc(OC)cc2)cc1	-36	36	-3	-0.8	-1	-23	-4	-2	-3	-4
CC(C)=NNC1=NC(C)(C)Cc2ccccc21	-20	20	4	-0.5	0	-3	4	-3	-4	.
COc1cccc(N(C(=O)Cn2nnc3ccccc32)C(C(=O)NCc2ccco2)c2cccnc2)c1 (stereo not drawn)	-10	10	-11	-0.4	-1	.	-6	-4	11	-9
CCOc1ccccc1N(CC(=O)Nc1cccnc1)S(C)(=O)=O	15	-15	-6	-0.4	3	-2	-9	2	4	7
Cc1cccc(C)c1NC(=O)C(C)Sc1n[nH]c(-c2ccncc2)n1 (stereo not drawn)	.	.	3	1.0	1	4	-19	7	3	-16
CC(c1ccccc1)n1c(Br)nc2c1c(=O)[nH]c(=O)n2C (stereo not drawn)	-4	4	4	-1.9	0	1	-12	-2	0	1
COCCN(C(=O)c1cc(Cl)nc2ccccc12)c1c(N)n(Cc2ccccc2)c(=O)[nH]c1=O	-16	16	-3	1.0	-3	13	-11	-2	-1	2
COC(=O)c1cc(NC(=O)/C=C/c2ccc3c(c2)OCO3)cc(C(=O)OC)c1	52	-52	6	0.8	.	.	-10	-5	3	1
Cc1cc(NC(=O)c2cccc([N+](=O)[O-])c2)n(-c2ccccc2)n1	9	-9	-8	1.0	.	2	-8	0	3	1
Cc1cc(C(=O)CN2C(=O)NC(CCS(C)(=O)=O)C2=O)c(C)n1C1CC1 (stereo not drawn)	-3	3	-13	2.7	-5	-6	-17	-1	5	10
Cc1cc(-c2nnc(SCC(=O)Nc3cccc(F)c3)n2N)n[nH]1	-6	6	6	1.2	-1	-1	-10	1	-9	-5
S=c1[nH]ccn1-c1c(Cl)cccc1Cl	3	-3	4	0.6	1	-9	-12	0	-3	-1
CN(C)c1cc2c(cc1NS(=O)(=O)c1ccccc1)n(C)c(=O)n2C	-25	25	2	-1.2	-3	-2	-3	2	-5	3
COc1ccc(Nc2ccnc(Nc3ccc(OC)cc3)n2)cc1	-10	10	?	1.5	48*	25	-1	-6	-3	-2
N#CCCCSC1=C(C#N)C(c2ccccc2Cl)CC(=O)N1 (stereo not drawn)	20	-20	-4	-1.3	0	.	-8	-2	3	-26
CC1CCN(CC(=O)Nc2ccc(C(=O)N3CCCCC3)cc2)CC1	-3	3	-10	0.1	-1	7	-9	3	-3	4
COc1cccc(NC(=O)CNC(=O)c2ccc(C)o2)c1	-22	22	2	-0.4	-1	-7	-19	1	-1	-4
COc1ccc(NS(=O)(=O)c2ccc(NC(=S)NC(=O)/C=C/c3ccc(C)cc3)cc2)nn1	-2	2	-7	1.7	.	5	-1	5	-5	-1
CN(C)c1cc(NC(=O)CN2CCCC2)c2ccccc2n1	-21	21	7	-0.4	-12	.	-18	2	4	3
Cc1cccc(CNC(=O)C2CCC(=O)N(C3CCCCCC3)C2)c1 (stereo not drawn)	4	-4	-9	0.7	1	2	-18	1	-1	0
Cc1c(C(=O)O)oc2ccc(S(=O)(=O)N3CCC(C)CC3)cc12	-27	27	2	1.4	.	.	2	1	-9	3
CCn1c2ccccc2c2cc(CNCCCN3CCOCC3)ccc21	-8	8	7	0.4	-3	.	-23	7	0	-1
Cc1ccccc1NC(=O)C1CCN(S(=O)(=O)c2ccc3c(c2)NC(=O)C(C)S3)CC1 (stereo not drawn)	-11	11	-6	-0.1	0	8	-15	0	-2	4
Cc1cccn2c(CN3CCNC(=O)CC3)c(C(=O)N(C)CCc3ccccc3)nc12	-33	33	-6	1.0	4	-4	-10	2	-1	13
COCCNC(=O)c1cc(-c2ccccc2)nn1Cc1cc(C)no1	-5	5	-5	-1.2	0	1	-16	3	2	-17
C=CC[C@@H](Cc1ccc(F)cc1)C(=O)OC[C@@H]1CCCN1C(=O)[C@@H](CC=C)CC(=O)N(CCO)Cc1ccccc1	26	-26	5	-0.6	-4	-1	-1	0	1	13
Cc1nn(-c2ccccc2)c(Cl)c1/C=N/NC(N)=O	5	-5	-13	0.6	2	.	-3	-3	-5	-11
COc1cc2c(cc1NC(=O)COc1ccccc1OC)oc1ccccc12	32	-32	14	-1.0	.	8	-13	1	3	-7
CCN1C(=O)[C@H]2[C@H]3CN=C(SCc4ccccc4)N3[C@@](C)(C(=O)OC)[C@H]2C1=O	-19	19	0	2.9	-2	-10	-4	-3	-3	2
Clc1ccc(SCc2cn3ccsc3n2)cc1	7	-7	-9	0.3	52*	80	-1	-6	7	5
Cc1ccc2nc(Cl)nc(-c3ccccc3)c2c1	-2	2	-15	-0.4	-1	-14	-2	-2	-5	-3
